OX1R antag-1 = OX1R (HCRTR1) antagonists, primary screen, fluorescence, CHO/OX1R cells, Fluo-8 calcium, orexin A; 330,000 tested, 0.43% active; Fluo-8 calcium fluorescence; inhibition, % at 5 µM; Orexin/Hypocretin receptor type 1 (Homo sapiens), O43613; AID 434989, 2010;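 active = inhibition above its plate's threshold, mean inhibition of all tested compounds on the plate plus 3 SD, cut at about 37% in these data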;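 note: 0% = orexin A challenge wells and 100% = SB-334867-A antagonist wells; not every result past the cut was called active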
Target sequence (O43613 whole entry, looked up): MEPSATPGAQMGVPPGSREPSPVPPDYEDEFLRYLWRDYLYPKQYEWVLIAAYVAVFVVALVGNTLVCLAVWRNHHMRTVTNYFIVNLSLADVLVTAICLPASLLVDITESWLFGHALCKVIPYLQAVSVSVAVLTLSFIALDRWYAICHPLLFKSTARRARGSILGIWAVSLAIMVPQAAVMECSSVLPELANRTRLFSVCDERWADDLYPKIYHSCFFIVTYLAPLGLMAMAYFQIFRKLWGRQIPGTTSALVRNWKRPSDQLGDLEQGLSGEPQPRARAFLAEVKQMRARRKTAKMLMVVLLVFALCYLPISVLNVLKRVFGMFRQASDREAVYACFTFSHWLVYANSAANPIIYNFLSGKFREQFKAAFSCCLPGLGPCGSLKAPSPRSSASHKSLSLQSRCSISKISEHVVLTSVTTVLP
STK33 inh = inhibitors of purified STK33 kinase, primary screen, biochemical, ADP-Glo luminescence, homogeneous, cell-free | Serine/threonine-protein kinase 33 (Homo sapiens), Q9BYT3 | MBP phosphorylation | inhibition, % at 10 µM | 320,000 tested, 0.073% active | AID 2661, 2010;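 active = inhibition at or above 25%, using the most active replicate where run in duplicate; inactive = inhibition below 25%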
Target sequence (Q9BYT3 whole entry, looked up): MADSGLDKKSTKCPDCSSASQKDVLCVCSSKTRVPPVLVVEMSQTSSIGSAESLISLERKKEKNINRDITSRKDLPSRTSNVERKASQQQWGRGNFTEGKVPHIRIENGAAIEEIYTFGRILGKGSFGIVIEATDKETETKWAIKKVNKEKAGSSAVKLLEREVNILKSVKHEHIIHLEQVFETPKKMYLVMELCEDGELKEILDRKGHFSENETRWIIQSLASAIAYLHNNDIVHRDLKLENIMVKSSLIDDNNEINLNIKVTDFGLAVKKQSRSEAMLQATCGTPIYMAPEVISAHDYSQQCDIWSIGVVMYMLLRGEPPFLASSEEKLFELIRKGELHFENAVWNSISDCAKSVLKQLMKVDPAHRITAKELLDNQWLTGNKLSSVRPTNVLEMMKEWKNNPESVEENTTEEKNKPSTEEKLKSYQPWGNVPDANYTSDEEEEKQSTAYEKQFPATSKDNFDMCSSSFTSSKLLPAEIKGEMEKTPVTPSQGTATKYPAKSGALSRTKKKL
OX1R antag-2 = antagonists of human orexin 1 receptor (OX1R); OX1R-expressing cells, FRET antagonist read-out; AID 485270, 2010; Orexin/Hypocretin receptor type 1 (Homo sapiens), O43613; inhibition, % at 6.6 µM; 330,000 tested, 1.8% active; in the data active = inhibition mostly above about 38%, no sharp cut-off; inactive = mostly below about 40%;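 note: 0% = agonist challenge alone and 100% = reference antagonist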
* hit, by the source's call; / = no result given. Rows are unselected, and some 2.2% of all compounds hit somewhere here.

Start of the listing, in advance, four compounds:
OX1R antag-2	STK33 inh	OX1R antag-1	SMILES
15.9	-1.6	-18.1	Cc1ccc(/C=C(\C#N)c2nn(-c3ccccc3)c(N)c2C#N)cc1
8.7	-0.7	-40.0	COc1ccc(CNCC(O)COc2ccc(C)cc2[N+](=O)[O-])cc1 (configuration not stated)
35.4	-0.5	-48.1	CCOC(=O)c1c(NC(=O)c2cccs2)sc2c1CCN(C(=O)OCC)C2
16.5	-1.6	-20.3	COc1ccc2c(CC(=O)NC3CCCc4ccccc43)coc2c1 (configuration not stated)

The listing (from the top)
OX1R antag-2	STK33 inh	OX1R antag-1	SMILES
15.9	-1.6	-18.1	Cc1ccc(/C=C(\C#N)c2nn(-c3ccccc3)c(N)c2C#N)cc1
8.7	-0.7	-40.0	COc1ccc(CNCC(O)COc2ccc(C)cc2[N+](=O)[O-])cc1 (configuration not stated)
35.4	-0.5	-48.1	CCOC(=O)c1c(NC(=O)c2cccs2)sc2c1CCN(C(=O)OCC)C2
16.5	-1.6	-20.3	COc1ccc2c(CC(=O)NC3CCCc4ccccc43)coc2c1 (configuration not stated)
10.5	/	-28.8	Cc1cccc(-n2c(-c3csc(C(C)C)c3)n[nH]c2=S)c1
10.0	/	-20.6	COc1ccc(Br)cc1/C=C/C(=O)OCC(=O)NCCc1ccc(S(N)(=O)=O)cc1
-3.0	-0.5	-13.7	COc1cc(C2NC(=O)CCC2[N+](=O)[O-])cc(Br)c1OC (configuration not stated)
7.9	-1.0	-9.7	O=C(O)c1ccccc1COc1ccccc1Cl
4.7	0.8	-15.0	CC1(CCc2ccccc2)NC(=S)N(c2ccc(Cl)cc2)N1 (configuration not stated)
21.2	1.2	-25.9	COc1ccc(CNC(=O)Cc2ccc(-c3ccccc3)cc2)cc1OC
4.9	-1.3	-4.3	CC(=O)NC(CCS(C)(=O)=O)C(=O)Nc1nc(C)cs1 (configuration not stated)
11.3	0.6	-23.7	COc1ccc(/C=C/C(=O)NCc2c(C)nn(C)c2C)cc1COc1ccc(Br)cc1
19.1	7.7	-10.6	CCN(CC)c1ncnc2c1[nH]c1ccccc12
2.5	0.7	-26.8	COc1ccc(CN2CC(C(=O)NCCc3ccc(C)cc3)CC2=O)cc1 (configuration not stated)
-2.6	-2.2	-31.2	CCOc1cc(CNCc2cccs2)ccc1OCC(=O)NC(C)(C)C
5.0	0.8	-24.7	CCCCn1c(N)c(N(CCOC)C(=O)c2cc(S(=O)(=O)N3CCCCC3)ccc2C)c(=O)[nH]c1=O
8.1	0.2	-6.7	O=C(CSc1n[nH]c(=O)n1C1CC1)c1ccc(F)cc1
16.4	-0.8	-36.3	O=C(Nc1ccc(N2C(=O)C3C4C=CC(C4)C3C2=O)cc1)Nc1cccnc1 (configuration not stated)
13.9	-0.5	-17.9	O=C(O)c1ccccc1C(=O)c1ccc(Br)s1
28.4	-2.3	-17.8	O=C(NCc1ccccc1)C1(C(F)(F)F)C/C(=C\CCO)CCCO1 (configuration not stated)
8.9	0.2	-7.5	CCC1Oc2ccccc2N(CC(=O)NCCCN2CCN(CC)CC2)C1=O (configuration not stated)
9.7	0.6	-3.7	Cc1nc2ccc(S(=O)(=O)NC(C(=O)NCc3ccco3)C(C)C)cc2s1 (configuration not stated)
30.4	-0.8	0.0	CCOC(=O)Cn1c(C(=O)OCC)cc2sccc21
10.0	1.5	-27.9	COc1ccc(CCNC(=O)c2cc(-c3ccc(C)cc3O)n[nH]2)cc1OC
7.0	-1.1	-4.1	Cc1ccc(F)cc1NC(=O)N1CCCN(c2ccc(C(F)(F)F)cn2)CC1
14.5	0.6	-30.3	CCc1ccc(N2CC(O)=C(c3nc4ccccc4c(=O)[nH]3)C2=N)cc1
14.8	-1.2	-15.3	CC(C)CCNC(=O)c1c[nH]c2ccc(S(=O)(=O)N3CCC4(CC3)OCCO4)cc2c1=O
10.5	-0.1	-2.0	Cc1nn(-c2ccccc2C(=O)O)c(=O)c2ccccc12
14.4	1.6	-27.8	NC(=O)c1ccc(Oc2ccc(Cl)c3ccccc23)c([N+](=O)[O-])c1
10.1	-0.9	-1.6	CC(O)(CC(=O)O)CC(=O)O
5.6	-0.7	-13.9	O=C(NCc1cccc(F)c1)C1CCN(C(=O)c2sccc2-n2cccc2)CC1
-2.7	-1.3	-8.0	CN(C)C(=O)C1OC(C)(C)OC1C(=O)N(C)C (configuration not stated)

Only STK33 inh, for some of the entries so far:
Molecule | STK33 inh
CCc1ccc(N2CC(O)=C(c3nc4ccccc4c(=O)[nH]3)C2=N)cc1 | 0.6
CC(C)CCNC(=O)c1c[nH]c2ccc(S(=O)(=O)N3CCC4(CC3)OCCO4)cc2c1=O | -1.2
Cc1nn(-c2ccccc2C(=O)O)c(=O)c2ccccc12 | -0.1
NC(=O)c1ccc(Oc2ccc(Cl)c3ccccc23)c([N+](=O)[O-])c1 | 1.6

The results go on:
OX1R antag-2	STK33 inh	OX1R antag-1	SMILES
8.8	0.7	-10.5	CCc1cc(=O)oc2c(C)c(OCC(=O)NCCCN3CCCC3=O)ccc12
17.2	-0.6	-33.0	Cc1cc(C)cc(C(=O)OCC(=O)Nc2cccc(S(=O)(=O)NC3=NCCCCC3)c2)c1
17.1	0.3	-22.7	COc1cccc2cc(-c3nnc(SCC(=O)Nc4nc(C)cs4)n3C)oc12
1.6	-0.1	12.2	O=C(Nc1ccc(Cl)cc1Cl)Nn1cnnc1
14.0	0.6	-41.9	COC(=O)c1sc(S(=O)(=O)N2CCN(c3ccccc3)CC2)c(C(=O)OC)c1C
-3.3	-0.3	-7.8	Clc1ccc2oc(-c3cccnc3NCc3ccccc3)nc2c1
18.0	0.2	-7.7	O=S(=O)(c1ccccc1)N(CC(O)CN1CCCCC1)c1ccccc1 (configuration not stated)
9.3	-0.2	-15.0	O=C(O)C(c1ccccc1)N1CCCC1 (configuration not stated)

A second format for some results above.
> COC(=O)c1sc(S(=O)(=O)N2CCN(c3ccccc3)CC2)c(C(=O)OC)c1C
  OX1R antag-2 = 14.0 | STK33 inh = 0.6 | OX1R antag-1 = -41.9
> CCc1cc(=O)oc2c(C)c(OCC(=O)NCCCN3CCCC3=O)ccc12
  OX1R antag-2 = 8.8 | STK33 inh = 0.7 | OX1R antag-1 = -10.5
> Clc1ccc2oc(-c3cccnc3NCc3ccccc3)nc2c1
  OX1R antag-2 = -3.3 | STK33 inh = -0.3 | OX1R antag-1 = -7.8

Carrying on.
OX1R antag-2	STK33 inh	OX1R antag-1	SMILES
28.8	-0.1	-4.4	CCOC(=O)C1=C(C)OC2(O)c3ccccc3C(=O)C12O (configuration not stated)
4.0	-0.3	-4.0	CC1CCN(CCNC(=O)CCS(=O)(=O)c2ccc(Br)cc2)CC1
12.5	-0.5	-24.0	Cc1sc2ncnc(OCC(=O)N3CC(=O)Nc4ccccc43)c2c1C
3.9	-2.4	-18.6	C=CCNc1nc(Cl)nc(Nc2ccc(OC)cc2)n1
4.0	-0.9	-26.1	CCN(CC)CCNc1nc(-c2ccc(OC)cc2)c(-c2ccc(OC)cc2)s1
8.6	0.0	-50.3	CCOC(=O)c1c(NC(=O)C2=C(C)NC(=S)NC2c2ccc(CC)cc2)sc(C)c1C (configuration not stated)
8.3	-3.3	8.8	O=C(NCCOc1ccc(F)cc1)C1CCC(=O)N(CCCN2CCCC2=O)C1 (configuration not stated)
8.5	0.2	-9.0	CSc1ccc(CNC(=O)C2Cc3cc(S(=O)(=O)N4CCCCC4)ccc3N2C(C)=O)cc1 (configuration not stated)
9.0	-0.4	-16.7	O=C(C1CCCN(S(=O)(=O)c2cccc3nonc23)C1)N1CCN(c2cccc(Cl)c2)CC1 (configuration not stated)
8.9	0.2	-17.9	O=S(=O)(/N=C(/Nc1ccccn1)c1ccccc1)c1ccc(F)cc1
17.8	-1.3	-21.7	Cc1oc(-c2ccccc2)cc1C(=O)Nc1ccccc1
9.5	-0.4	-16.3	CCOC(=O)c1ccc(NS(=O)(=O)c2ccc3[nH]c(=O)[nH]c3c2)cc1
3.6	0.4	-2.5	CCCCOC(=O)Nc1nnc(C(C)C)s1
9.6	-0.4	-3.1	COc1ccc(CCNc2ccncn2)cc1OC
0.5	-3.5	-20.4	O=C(Cn1nnc(-c2ccccc2F)n1)N1CCCCC1
38.0	-1.1	-30.2	Cc1ccc(-c2nc(CSCC(=O)N3CCN(c4ccccn4)CC3)c(C)o2)cc1
5.1	-0.6	-22.6	CCCc1ccc(Oc2coc3cc(OCC(=O)Nc4ccccc4C)ccc3c2=O)cc1
15.7	0.7	-19.4	C(=C\c1ccco1)/c1ccc2ccccc2n1
5.7	0.2	-13.1	COc1cccc(C(=O)N2CCN(Cc3nc(CC4CC4)no3)CC2)c1
-3.5	-0.6	-30.7	CC1Sc2ccc(S(=O)(=O)CCC(=O)NCc3cccs3)cc2NC1=O (configuration not stated)
12.3	-0.2	-20.4	CC(OC(=O)c1cccc(S(=O)(=O)Nc2cccc(C(F)(F)F)c2)c1)C(=O)Nc1ccc2c(c1)OCCO2 (configuration not stated)
12.0	-1.5	-6.5	CCn1c(SCC(=O)Nc2nncs2)nnc1C(C)NC(=O)c1ccccc1Br (configuration not stated)
17.5	-1.7	-4.5	COc1cccc(/C=C/C(=O)OCC(=O)NCCNC(=O)COC(=O)/C=C/c2cccc(OC)c2)c1
16.0	-1.7	-10.4	CCOC(=O)N1CCN(C(=O)c2ccc(NS(=O)(=O)c3ccc(F)cc3)cc2)CC1
16.6	0.9	-18.1	CC(=O)c1cccc(NC(=O)CN2CCc3cc4c(cc3C2)OCCCO4)c1
-3.8	5.6	-7.8	COc1cc2cc(CCOC(=O)CCCC(=O)O)oc(=O)c2cc1OC
18.7	-1.1	-25.4	CC1CCN(S(=O)(=O)c2ccc3ncn(CC(=O)N(C)Cc4ccccc4)c(=O)c3c2)CC1
0.7	-1.0	-5.4	O=c1c2cc(NC(=S)NCc3cccnc3)ccc2nc2n1CCCCC2
5.6	-1.3	-15.0	CCn1nc([N+](=O)[O-])c2c(-c3nc4ccccc4o3)c(N)n(CCCOC)c2c1=O
66.8*	-0.6	-9.9	CC(=O)c1cc(N2CCC(C(=O)O)CC2)ccc1[N+](=O)[O-]
6.3	-0.3	1.7	O=C(CNC(=O)c1ccccc1)NCCc1nc2ccccc2[nH]1
8.4	0.5	-29.1	CCOC(=O)c1c(CN(CC)CC)oc2cc(Br)c(O)cc12
6.9	-1.3	-1.0	Cc1cccc(N=C2NC(=O)CS2)c1
19.2	-0.9	-1.8	COc1ccc(S(=O)(=O)NCC2CCC(C(=O)NCc3ccco3)CC2)cc1 (configuration not stated)
15.3	-0.7	-12.7	O=C(CCN1C(=O)c2ccccc2C1=O)C1=NN[C@@H]2C(=O)N(c3ccc4c(c3)OCO4)C(=O)[C@H]12
25.3	-0.4	6.9	Nc1nc2nonc2nc1N1CCCCC1
23.9	-2.2	-24.1	CCN(CC)S(=O)(=O)c1cccc(NC(=O)CN(C)Cc2cccc(OC)c2)c1
12.9	-0.9	-32.4	Cc1nc(NC(=O)c2ccco2)sc1-c1csc(Nc2ccc(Cl)cc2Cl)n1
27.3	/	-67.5	Cc1[nH]c2ccccc2c1/C=N/NC(=O)Nc1ccccc1
9.5	5.1	-10.6	CCC(CO)Oc1cc(NC(=O)c2ccccc2C)c2ncn(C(C)C)c2c1 (configuration not stated)
24.5	-0.2	-22.6	CCCC(=O)N(C)c1nnc(-c2ccc(OC)cc2)s1
4.3	/	-9.5	Cc1cc(C)n(-c2nnc(Cl)c3ccccc23)n1
16.0	0.5	-10.2	CC1(C)CCCN(Cc2c(O)ccc3c(=O)c(-c4nc5ccccc5s4)c(N)oc23)C1
7.6	-0.8	-29.5	O=C(O)c1ccccc1C(c1ccc(O)cc1)c1ccc(O)cc1
25.4	-0.9	-14.9	CC(=O)c1ccc(NC(=O)C(C)NCc2ccccc2Cl)cc1 (configuration not stated)
18.2	-2.2	-33.0	COc1ccc(-c2nnc(SCC(=O)NCCc3ccccc3)o2)cc1
21.2	1.1	-4.2	O=C(Nc1ccc(S(=O)(=O)N2CCCCC2)cc1)c1ccccc1Cl
15.1	-1.7	-9.8	CCOC(=O)N1CCN(C(=O)CCNS(=O)(=O)c2cc(Br)cnc2N)CC1
21.0	8.9	-5.8	N#CNC1=NCN(Cc2ccccc2)CN1
28.1	-1.8	3.4	C/C=C(\C)C(=O)NCCN1C2=NC[C@@H](C)N2C[C@H]1Cc1ccc(O)cc1
13.2	0.9	-18.7	CCOC(=O)Cc1csc(NC(=O)CCNS(=O)(=O)c2ccc3c(c2)CCC(=O)N3)n1
13.3	1.9	0.6	CCOC(=O)c1oc2cc(O)cc(C)c2c(=O)c1-c1cscn1
13.6	0.7	-7.7	COc1ccc(N2CCN(S(=O)(=O)c3ccc(-n4cnnn4)c(C)c3)CC2)cc1
35.9	-0.7	7.8	CCCCOC(=O)c1[nH]c2c(c1C)C(=O)CC(c1cc(OC)c(OC)c(OC)c1)C2 (configuration not stated)
12.7	-1.3	-21.8	CC(OC(=O)C1CCN(S(=O)(=O)c2ccccc2)CC1)C(=O)Nc1ncc(Cl)cc1Cl (configuration not stated)
5.5	-1.6	-9.5	CCCC(=O)NC(=S)Nc1ccccc1F

Other entries
OX1R antag-2	STK33 inh	OX1R antag-1	SMILES
29.0	-1.6	-5.5	CCN(CC)C(=O)CC(c1ccc2c(c1)OCO2)c1c(OC)cc(OC)c2c(-c3ccccc3)cc(=O)oc12 (configuration not stated)
-6.5	0.1	-14.1	O=C(Nc1ccc(F)cc1F)c1cc(Cl)sc1Cl
17.6	0.2	-28.4	CCOC(=O)c1cc(NC(=O)Nc2nccs2)c(C)nc1C
23.8	-2.2	-27.7	O=C(NC1CCCCC1)C(c1ccccc1F)N(C(=O)c1csnn1)C1CCCC1 (configuration not stated)
